Bioassay records as filed in PubChem.
SENP1 FRET inh = inhibitors of human SENP1 SUMO protease catalytic domain; inhibition, % at 10 µM; recombinant SENP1 catalytic domain, CyPet-SUMO1-YPet FRET cleavage; 0.21% of 360,000 active; Q9P0U3; AID 624204;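 active means inhibition at least 30% at 10 µM, raw YFP signal under a set limit, fluorescence ratio 0.5 to 1.5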;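 further: 0% = enzyme with DMSO and 100% = no enzyme wells; some results filed as inactive read as strong as hits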
Target sequence (Q9P0U3 419-644 limits assumed): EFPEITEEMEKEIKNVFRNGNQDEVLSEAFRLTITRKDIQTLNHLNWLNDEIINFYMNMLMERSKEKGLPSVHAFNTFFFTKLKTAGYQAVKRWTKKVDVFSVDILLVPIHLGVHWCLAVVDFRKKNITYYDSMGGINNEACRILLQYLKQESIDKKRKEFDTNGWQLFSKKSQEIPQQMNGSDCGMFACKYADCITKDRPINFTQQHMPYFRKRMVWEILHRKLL
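material = recombinant human SENP1 catalytic domain, His6-tagged | quantity = 20 pM enzyme | reagent = 25 nM SUMO1 FRET substrate | compound dosing = 10 µM single point, 0.5% DMSO | timing = 50 min enzyme reaction, room temperature, light-protected | detection = FRET, CFP and YFP emission | control set = no-enzyme low, enzyme-DMSO high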
SENP8 inh = blocks human SENP8 cleavage of Nedd8 substrate; inhibition, % at 20 µM; 0.64% of 360,000 active; AID 602440; recombinant SENP8, Nedd8 substrate fluorescence; Q96LD8; in the data active means inhibition mostly above about 40%, no sharp cut-off; inactive means mostly below about 27%
Target sequence (Q96LD8 whole entry, looked up): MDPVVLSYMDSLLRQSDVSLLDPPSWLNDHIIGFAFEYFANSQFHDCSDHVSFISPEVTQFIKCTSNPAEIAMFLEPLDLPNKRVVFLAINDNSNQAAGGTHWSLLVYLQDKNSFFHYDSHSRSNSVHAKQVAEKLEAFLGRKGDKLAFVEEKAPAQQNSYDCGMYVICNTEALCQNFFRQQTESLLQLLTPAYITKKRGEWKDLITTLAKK
The depositor's hits bear a star. Not all compounds are listed; count on the stated rates, not on these rows.

Each structure is followed by: SENP1 FRET inh, SENP8 inh
CCCCC[C@@H](C)N1C[C@H](COCc2ccccc2)Oc2cc(N3CCC[C@H]3CO)ccc2S1(=O)=O
  0, 8
CCOC(=O)C1CCCN(C(=O)c2cccc3ccccc23)CC1 (stereo unspecified)
  2, 16
CC(C)(C)n1nnnc1C(c1cc2ccccc2o1)N1CCCCC1 (stereo unspecified)
  0, 9
C[C@@H]1CC2=C(C(=O)OC(C)(C)O2)[C@H](c2ccc(Cl)cc2)O1
  1, 10
CCc1nc2c(OCC(N)=O)cccn2c1N(C)C(=O)c1cccs1
  2, 4
Cc1cccc(C)c1-n1nnnc1C1(C)CCC(=O)N1CC(F)(F)F (stereo unspecified)
  3, 26
O=C(/C=C/[C@H]1O[C@@H](n2ccc(=O)[nH]c2=O)[C@H](O)[C@@H]1O)N1CCN(CCc2ccccc2)CC1
  2, 20
O=C1NC[C@@H](CCCCN2CCN(CC3CCCCC3)C(=O)C2=O)N(Cc2ccccc2)C1=O
  0, 6
CC(=O)Oc1ccccc1Cn1c(C)c(C(=O)NCc2ccc(F)cc2)sc1=O
  -1, 5
Cc1ccc(C(O)c2ncc(-c3ccc(F)cc3)[nH]2)c(C)c1 (stereo unspecified)
  0, 3

(more compounds)
Each structure is followed by: SENP1 FRET inh, SENP8 inh
OC[C@@H]1CN(Cc2ccc(Cl)cc2)C[C@H](n2cnc3c(N4CCOCC4)ncnc32)O1
  -1, 6
Cc1cccc(C)c1NC(=O)C1(C)CSCC(=O)N1CC(F)(F)F (stereo unspecified)
  4, 11
CC1(C(=O)NCc2ccc(F)c(F)c2)Cc2c(-c3ccccc3)ccnc2O1 (stereo unspecified)
  0, 8
CS(=O)(=O)c1cccc(-c2ccc3nncn3c2)c1
  2, 13
CCc1nc2ccc(C(=O)N(CC)CCN(C)C)cn2c1N(C)Cc1cccs1
  -7, -36
Cc1cc(Cl)ccc1C(O)c1ncc(-c2ccccc2Cl)[nH]1 (stereo unspecified)
  -2, 12
Nc1nc2cc(Cl)ccc2n1N
  1, 18
COCCNC(=O)C1CCCN(Cc2ccccc2Cl)CC1 (stereo unspecified)
  2, 20
CCOC(=O)C1=CCC(c2cccc(C)c2)N(S(=O)(=O)c2ccc(C)cc2)C1 (stereo unspecified)
  1, 8
OC(c1ccccc1)(c1nc(-c2ccc3ccccc3c2)cs1)C(F)(F)F (stereo unspecified)
  1, 32

3 of the entries above in order of their number in SENP1 FRET inh, largest number first.
| structure | SENP1 FRET inh |
| --- | --- |
| Cc1cccc(C)c1NC(=O)C1(C)CSCC(=O)N1CC(F)(F)F (stereo unspecified) | 4 |
| COCCNC(=O)C1CCCN(Cc2ccccc2Cl)CC1 (stereo unspecified) | 2 |
| Nc1nc2cc(Cl)ccc2n1N | 1 |

Further results
Each structure is followed by: SENP1 FRET inh, SENP8 inh
CC1(C(=O)NS(=O)(=O)c2ccc(Cl)cc2)CCN1C(=O)Cc1ccc(Cl)cc1Cl (stereo unspecified)
  3, 10
CCOC(=O)C1=CCN(S(=O)(=O)c2ccc(C)cc2)C1c1ccc(C)cc1 (stereo unspecified)
  -3, 8
CCc1nc2ccc(C(=O)N3CCN(C(C)=O)CC3)cn2c1N(C)C(=O)c1cccc(OC)c1
  0, 7
CC1(Cc2ccc3ccccc3n2)C(=O)Nc2ccc(OC(F)(F)F)cc21 (stereo unspecified)
  -1, 10
CN(Cc1ccccc1)C(=O)c1ccc(Cc2cn(C)c3ccccc23)nc1
  -1, 11
CC1(C(=O)Nc2ccc3ccccc3c2)CCC(=O)N1C1CC1 (stereo unspecified)
  -2, 13
CCCCc1c(-c2ccccc2OC)ncn1CCc1ccc(OC)cc1
  -1, -4
CCCNC(=O)C1(C)CCN(C(=O)COc2ccc(Cl)cc2Cl)C1 (stereo unspecified)
  3, 13
CC(C)CCN1C(=O)c2ccccc2C1c1nnnn1Cc1ccccc1 (stereo unspecified)
  -3, 15
Cn1nc(C(C)(C)C)cc1C(=O)N1CCCCC1c1cc(C(=O)Nc2ccc(F)c(Cl)c2)no1 (stereo unspecified)
  -1, 10

Additional records
Each structure is followed by: SENP1 FRET inh, SENP8 inh
CN[C@H]1C[C@H]2c3cc(Oc4ccccc4C)ccc3CCN2C(=O)[C@H]1[C@H](C)O
  -11, -69
CC1=C(C(=O)N(C(C)C)C(C)C)CC(CC(=O)NC2CC2)C(=O)N1Cc1ccccc1 (stereo unspecified)
  2, 17
CC(C)c1ccc(CC(=O)N2CCC2(C)C(=O)NS(=O)(=O)c2ccc(Cl)s2)cc1 (stereo unspecified)
  1, 8
COC(=O)[C@@]12C[C@@H](CC(=O)NCc3ccc(OC)c(OC)c3)C(=O)N(CCc3ccc(OC)c(OC)c3)C1=CCC(C)(C)C2
  4, 16
COc1ccccc1Cc1c(C(C)(C)C)nc2cc(C)c(Br)c(C)n12
  1, 5
O=S1(=O)C=C[C@@H](CO)N1Cc1ccc(Br)cc1
  3, 15
COc1cc(C)ccc1S(=O)(=O)NC(=O)C1(C)CCN1C(=O)C1(c2ccc(Cl)cc2)CCC1 (stereo unspecified)
  0, 20
Cc1cc(C)c2cc(C#N)c(NCCNC(=O)c3ccncc3)nc2c1
  -63, -361
COCCNC(=O)C1(C)CCCN(Cc2ccc(-n3ccnc3)cc2)C1 (stereo unspecified)
  2, 13
CC1=C(C(=O)N(C(C)C)C(C)C)CC(CC(=O)NCCN2CCOCC2)C(=O)N1Cc1ccc(C(C)(C)C)cc1 (stereo unspecified)
  2, 12

More records follow:
Each structure is followed by: SENP1 FRET inh, SENP8 inh
CC(O)(c1ccccc1)c1nc(-c2ccncc2)cs1 (stereo unspecified)
  0, 0
Nc1nc(=O)n(C2CC(O)C(CO)O2)cc1Cl (stereo unspecified)
  0, 7
O=C(c1ccc(C(F)(F)F)cc1)N1CCC(=O)N([C@H](COCc2ccccc2)Cc2ccccc2)CC1
  1, 8
Cc1cccc(C)c1-n1nnnc1C(c1ccnc2ccccc12)N(C)Cc1ccccc1 (stereo unspecified)
  2, 8
COc1ccc(NC(=O)C2Cc3c(-c4ccc(NC(C)=O)cc4)ccnc3O2)cc1OC (stereo unspecified)
  1, 8
COc1cc(OC)nc(Nc2nc(C(N)COCc3ccccc3)cs2)n1 (stereo unspecified)
  -1, -10
Nc1nc2c(ncn2[C@@H]2O[C@H](CNS(=O)(=O)C3CC3)[C@@H](O)[C@H]2O)c(=O)[nH]1
  0, 19
CC(C)n1nnnc1C1c2ccccc2C(=O)N1CCCN1CCOCC1 (stereo unspecified)
  1, 7
COc1cccc(-c2cnc(C(O)c3ccccc3OC)[nH]2)c1 (stereo unspecified)
  1, 8
CO[C@@H]1CN(C)C(=O)c2ccc(NC(C)=O)cc2OC[C@@H](C)N(C(=O)NC2CCCCC2)C[C@H]1C
  2, 14

The list goes on.
Each structure is followed by: SENP1 FRET inh, SENP8 inh
COc1ccccc1CNc1nc(NCCNC(C)=O)c2sccc2n1
  1, -27
COc1cc(CCN(C(C)=O)C2C(=O)Nc3ccccc3N=C2c2ccc3c(c2)OCO3)cc(OC)c1 (stereo unspecified)
  -1, -24
COc1ccc(CN2C(=O)CCC2(C)c2nnnn2Cc2ccccc2)cc1OC (stereo unspecified)
  0, 12
CC1(C(=O)NCc2ccccc2Br)CCN1Cc1ccccc1OC(F)F (stereo unspecified)
  0, 11
COc1ccc(CC(N)c2csc(NC(=O)c3cccs3)n2)cc1 (stereo unspecified)
  -31, -46
CC1(C(=O)Nc2cnc3ccccc3c2)CCN1Cc1ccc(-c2ccccc2)o1 (stereo unspecified)
  -8, -16
O=C(c1ccccc1)N(CCCn1ccnc1)C(c1ccccc1)c1nc2ccccc2[nH]1 (stereo unspecified)
  -5, 16
CC1(C(=O)Nc2ccc3c(c2)OCCO3)CCC(=O)N1CC(F)(F)F (stereo unspecified)
  1, 14
CC(=O)c1ccc(OC2(C)CCN(Cc3ccc(C)cc3)C2)cc1 (stereo unspecified)
  3, 14
Cc1cccc(S(=O)(=O)NC(=O)C2(C)CCN2C(=O)C2(c3ccc(Cl)cc3)CCC2)c1 (stereo unspecified)
  1, 7

Copied from the list:
Under SENP1 FRET inh, COc1cc(CCN(C(C)=O)C2C(=O)Nc3ccccc3N=C2c2ccc3c(c2)OCO3)cc(OC)c1 (stereo unspecified) shows -1
Under SENP1 FRET inh, Cc1cccc(S(=O)(=O)NC(=O)C2(C)CCN2C(=O)C2(c3ccc(Cl)cc3)CCC2)c1 (stereo unspecified) shows 1

Continuation:
Each structure is followed by: SENP1 FRET inh, SENP8 inh
CC(C)c1ccc(NC(=O)Nc2nnc([C@@H]3C[C@H](O)[C@@H](CO)O3)s2)cc1
  0, 10
CCC(c1nc2ccccc2[nH]1)N(C(=O)Cc1cc(OC)cc(OC)c1)c1ccc(N2CCOCC2)cc1 (stereo unspecified)
  -5, 1
COc1ccccc1Cc1c(C2CCCCC2)nc2ccc(C)cn12
  -2, -247
CN(C)CCNc1ncnc2c1ncn2[C@H]1CN(Cc2ccco2)C[C@@H](CO)O1
  -1, 11
CCOC(=O)C1(C)CCN1C(=O)c1ccccc1 (stereo unspecified)
  1, 18
O=C(c1cccc(-c2cncc3nccn23)c1)N1CCOCC1
  -9, -478
CC(=NNC1=NCCN1)c1cn(C2=NCCN2)nc1C
  0, 9
CCOc1ccc(CCN2C(=S)N([C@@H](CC(C)C)CN3CCC[C@@H]3CN3C(=S)NC[C@@H]3Cc3ccc(O)cc3)C[C@@H]2Cc2ccc(O)cc2)cc1
  2, 20
CCOC(=O)C1=CCN(S(=O)(=O)c2ccccc2C)C1c1cccc(Cl)c1 (stereo unspecified)
  -1, 11
CC(C)c1ccc(C(=O)N2CCCCC2c2cc(C(=O)Nc3ccncc3)no2)cc1 (stereo unspecified)
  2, 16

Other results follow:
Each structure is followed by: SENP1 FRET inh, SENP8 inh
Cc1cc(C(=O)N2CCC2(C)C(=O)Nc2cccc3ccccc23)nn1C (stereo unspecified)
  3, 15
NS(=O)(=O)c1ccc(NC(=O)CCC(=O)O)cc1
  2, 0
COC(=O)[C@@]1(Cc2ccc(F)cc2)[C@H]2c3cc(C(=O)N(C)C)n(CCO)c3C[C@H]2CN1C(=O)c1ccccc1
  -1, 3
c1ccc(C[C@H]2CN=C(Nc3ccccc3)N2CC2CCCC2)cc1
  0, 11
Cc1ccc(S(=O)(=O)N[C@H](CNCc2ccccc2)C(C)C)cc1
  -1, 16
CCc1nc2ccc(C(=O)N(CC)CCN(C)C)cn2c1N(C)Cc1nccs1
  -13, -20
CO[C@H]1CN(C)C(=O)c2ccc(NS(=O)(=O)c3ccccc3F)cc2OC[C@H](C)NC[C@@H]1C
  1, 15
CCCCN(C)c1c(C)nc2ccc(C(=O)N(CC)CCN(C)C)cn12
  -22, -38
Cc1nc(C(F)(F)F)ccc1C(=O)N1CCC1(C)C(=O)NS(=O)(=O)c1ccc(C(C)(C)C)cc1 (stereo unspecified)
  2, 3
COc1ccc(-c2ccc(N3C(c4ccsc4)=Cc4ccc(F)cc4C3c3c[nH]c4ccccc34)cc2)cc1 (stereo unspecified)
  -4, -410

(continued)
Each structure is followed by: SENP1 FRET inh, SENP8 inh
COc1ccccc1-c1csc(C(O)c2ccccc2)n1 (stereo unspecified)
  0, 4
CCOC(=O)N1CCN(C(=O)C[C@@H]2C[C@@]3(C(=O)OC)CC(C)(C)CC=C3N(Cc3ccc4c(c3)OCO4)C2=O)CC1
  3, 32
COC(=O)[C@]12CCCCC=C1N(Cc1ccccc1)C(=O)[C@H](CC(=O)NCCCN1CCCC1=O)C2
  3, 12
CN(CCc1ccccc1)C(CCc1ccccc1)C(=O)Nc1ccc2c(c1)OCCO2 (stereo unspecified)
  0, 26
CC1(C(=O)Nc2cccc(C(F)(F)F)c2)Cc2c(-c3ccc4c(c3)OCO4)ccnc2O1 (stereo unspecified)
  -2, -50
CCC[C@@H]1C=C(C(=O)OCC)[C@H](c2ccccc2)N1S(=O)(=O)c1ccc(C)cc1
  1, 12
CCc1ccc(C(O)c2ncc(-c3cccc4ccccc34)[nH]2)cc1 (stereo unspecified)
  1, -382
O=C(Cn1cc(COc2ccc(-n3cccc3)cc2)nn1)NS(=O)(=O)c1ccccc1C(F)(F)F
  1, 0
COc1ccc(S(=O)(=O)n2c(N)nc3ccccc32)cc1
  -1, 14
O=C(/C=C/[C@H]1O[C@@H](n2cnc3c(NC(=O)c4ccccc4)ncnc32)[C@H](O)[C@@H]1O)NCc1ccc2c(c1)OCO2
  0, 18

Gathered by group, the compounds so far containing bromine (3)
Each structure is followed by: SENP1 FRET inh, SENP8 inh
COc1ccccc1Cc1c(C(C)(C)C)nc2cc(C)c(Br)c(C)n12
  1, 5
O=S1(=O)C=C[C@@H](CO)N1Cc1ccc(Br)cc1
  3, 15
CC1(C(=O)NCc2ccccc2Br)CCN1Cc1ccccc1OC(F)F (stereo unspecified)
  0, 11

Next part:
Each structure is followed by: SENP1 FRET inh, SENP8 inh
CC(C)Nc1nc(NCCOc2ccccc2)c2sccc2n1
  0, -59
CCCCC[C@@H](C)N1C[C@@H](COCc2ccccc2)Oc2cc(N3CCC[C@H]3COC)ccc2S1(=O)=O
  0, 8
COC(=O)[C@@]12C[C@@H](CC(=O)NCc3cccs3)C(=O)N(Cc3cccc4ccccc34)C1=CCC(C)(C)C2
  2, 8
CCOC(=O)C1=CCC(c2cccc3ccccc23)N(S(=O)(=O)c2ccc(C)cc2)C1 (stereo unspecified)
  1, 9
CCOC(=O)C1=CCN(S(=O)(=O)c2cccc(Cl)c2)C1c1cccc(F)c1 (stereo unspecified)
  1, 12
CC(=O)NC(C)(c1ccccc1)c1nc(-c2cc(F)cc(F)c2)cs1 (stereo unspecified)
  1, 17
COCCNC(=O)C1(C)CCCN(Cc2ccc(Cl)c(Cl)c2)C1 (stereo unspecified)
  0, 12
COC(=O)[C@@]12C[C@@H](CC(=O)N3CCN(C(=O)C4CC4)CC3)C(=O)N(Cc3ccco3)C1=CCC(C)(C)C2
  1, 23
O=C(C(=O)N1CCN(c2ccccc2)CC1)c1ccccc1
  4, 8
